GalR3 antagonist: GalR3 antagonists in HEK293 cells, primary screen, cell-based, fluorescence readout; Galanin receptor type 3 (Homo sapiens), O60755; HEK293 GalR3-CNG cAMP membrane potential fluorescence; galR3 body fused to GalR1 C-terminus; inhibition, % at 3 µM; actives 0.44% (n = 360,000);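 active = inhibition above the screen-wide average plus 3 SD, cut at about 13% in these data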;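 also: forskolin and galanin both at EC90 stimulate the cells; cAMP rise reported by CNG channel membrane potential dye signal; 0% = forskolin plus galanin with DMSO and 100% = forskolin alone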
Target sequence (O60755 1-299 limits assumed): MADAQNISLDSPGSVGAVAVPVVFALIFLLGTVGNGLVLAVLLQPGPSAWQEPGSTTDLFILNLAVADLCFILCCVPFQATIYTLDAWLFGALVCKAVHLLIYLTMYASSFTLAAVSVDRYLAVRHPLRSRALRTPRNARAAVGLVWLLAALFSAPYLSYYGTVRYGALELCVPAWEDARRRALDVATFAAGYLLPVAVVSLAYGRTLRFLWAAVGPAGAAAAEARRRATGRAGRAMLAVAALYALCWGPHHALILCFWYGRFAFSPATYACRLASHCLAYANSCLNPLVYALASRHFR
IDE inh: human IDE inhibitors in live cells, primary screen, fluorescence polarization, HEK cells, FAbetaB substrate. actives 0.41% (n = 320,000). inhibition, % at 5.59 µM. FAbetaB cleavage;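 active = percent inhibition above the average of all tested compounds plus 3 SD, set per screening campaign, cut at about 16% in these data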;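 also: IDE supplied by intact live HEK cells; FP after avidin binding of uncleaved biotin substrate so inhibition keeps polarization high; 0% = DMSO wells and 100% = 60 µM reference IDE inhibitor Ii1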
p-CIP stab down: p/CIP-EGFP fusion destabilizers, primary screen, fluorescence, F442A cells; Q05BA5; 16 h; decrease of EGFP signal, % at 10 µM; actives 0.01% (n = 290,000); AID 1984, 2009;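 active = EGFP signal decrease of at least 30% at 10 µM or well 3 SD below plate mean, unless failing retest; inactive = the rest, including hits failing retest or dose response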; also: some compounds called inactive have numbers as strong as hits; many of its hits are not listed in these tables
CHRM4 PAM: human M4 muscarinic receptor positive allosteric modulators, primary screen, CHO-K1 cells, Fluo-8 calcium fluorescence. Muscarinic acetylcholine receptor M4 (Homo sapiens), P08173. CHO-K1 hM4/Gqi5, ACh EC20; 0% = ACh EC20, 100% = maximal ACh. activation, % at 3 µM. actives 0.4% (n = 360,000). AID 624126, 2012;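 active = activation above its plate's cutoff, the mean activation of sample wells plus 3 SD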; also: some results filed as inactive read as strong as hits
PHOSPHO1 inh: PubChem AID 1565 | actives 1.1% (n = 290,000) | Phosphoethanolamine/phosphocholine phosphatase (Homo sapiens), Q8TCT1 | inhibition, % at 13.3 µM | recombinant PHOSPHO1, absorbance phosphatase assay; in the data active = inhibition above about 60%
CRFBP-R2 agonist: agonists of CRF-BP/CRF-R2 complex, primary screen, cell-based, HEK293, calcium dye fluorescence, uHTS; activation, % at 13.2 µM; calcium dye fluorescence (FLIPR); percent of saturating CRF peptide response; actives 0.46% (n = 350,000);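 active = activation of at least 50%, plus an integration ratio under a set limit after plate pattern correction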;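 also: plate controls were neutral control wells without compound for no effect and CRF at EC100 for full effect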
IDE cell activ: human IDE activators in live cells, primary screen, fluorescence polarization, HEK cells, FAbeta-B substrate. Insulin-degrading enzyme (Homo sapiens), P14735. FAbeta-B cleavage; 0% vehicle, 100% cell-free pure enzyme wells. activation, % at 5.96 µM. actives 0.073% (n = 340,000). AID 493087, 2011;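 active = activation above the mean of all tested compounds plus 3 SD, set per screening campaign, cut at about 17% in these data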
MEKK3 PB1 HTS: modulators of MEKK3-MEK5 PB1 binding, primary screen, biochemical, wildtype MEKK3, multiplex bead flow cytometry, Alexa488-MEK5; bead-based flow cytometry, Alexa488-MEK5 binding to MEKK3; actives lie on both sides; 0 = blocked by unlabeled MEK5, 100 = vehicle; binding response (% of control), % at 10 µM; actives 1.4% (n = 290,000); AID 1529, 2009;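 active = binding response more than 3 SD above or below the average of its plate-row segment, actives on both sides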;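 also: Alexa488 bead fluorescence after subtracting the streptavidin-only scavenger bead signal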
Target sequence (Q99759 whole entry, looked up): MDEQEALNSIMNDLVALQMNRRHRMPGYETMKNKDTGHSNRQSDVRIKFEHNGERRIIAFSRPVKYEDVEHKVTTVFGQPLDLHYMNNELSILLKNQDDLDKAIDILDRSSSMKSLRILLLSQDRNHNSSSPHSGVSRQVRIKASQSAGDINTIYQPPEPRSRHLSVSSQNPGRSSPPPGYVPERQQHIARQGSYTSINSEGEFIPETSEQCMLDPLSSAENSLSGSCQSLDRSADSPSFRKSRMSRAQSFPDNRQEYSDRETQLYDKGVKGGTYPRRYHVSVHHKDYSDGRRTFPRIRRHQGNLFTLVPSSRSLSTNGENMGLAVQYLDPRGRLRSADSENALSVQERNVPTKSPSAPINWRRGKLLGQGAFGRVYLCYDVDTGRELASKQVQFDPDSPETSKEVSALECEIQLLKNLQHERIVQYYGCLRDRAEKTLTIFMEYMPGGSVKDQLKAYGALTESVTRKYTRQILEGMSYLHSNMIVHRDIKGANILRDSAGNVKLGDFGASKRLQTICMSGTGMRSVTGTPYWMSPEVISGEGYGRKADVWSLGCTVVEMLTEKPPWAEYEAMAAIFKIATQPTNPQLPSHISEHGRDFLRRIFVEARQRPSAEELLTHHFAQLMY
CRFBP-R2 block: antagonists of CRF-BP/CRF-R2 complex, primary screen, cell-based, HEK293, calcium dye fluorescence, uHTS. CRF-induced calcium fluorescence. inhibition, % at 11.8 µM. actives 0.59% (n = 350,000). AID 588475, 2011;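 active = inhibition of the ligand-induced calcium signal above about 50% at the single tested concentration, limit read from the data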
* = called active by the depositor; / = not tested or not shown. Outcome played no part in choosing rows. About 4.2% of those tested had a hit in this group.

IDE inh	IDE cell activ	CRFBP-R2 block	CHRM4 PAM	PHOSPHO1 inh	GalR3 antagonist	p-CIP stab down	MEKK3 PB1 HTS	CRFBP-R2 agonist	Molecule
-1	0	14	0	6	-3	-13	108	-1.1	CC(NCc1ccc(N(C)C)cc1)C1CC2CCC1C2 (configuration not stated)
/	6	0	7	/	-2	/	/	-1.2	O=C(O)C1(Nc2ccccc2Cl)CCCC1
15	-16	69*	0	4	-2	-14	108	-2.8	CCOc1cc(/C=C2/SC(=S)NC2=O)ccc1OC(=O)c1ccco1
53*	-36	-26	-6	-2	-3	-118	102	12	Cc1c(N2C(=O)/C(=C\c3ccc(N(C)C)cc3)N(C)C2=S)c(=O)n(-c2ccccc2)n1C
13	-5	-3	1	-20	-4	-7	111	2.0	CN(C)CCN1C(=O)C(O)=C(C(=O)c2cc3ccccc3o2)C1c1ccc(N(C)C)cc1 (configuration not stated)
1	-5	5	-4	6	-2	-4	93	-1.5	CCN(CC)CCn1c(N)c(S(=O)(=O)c2ccccc2)c2nc3ccccc3nc21
10	-5	-7	-1	/	-6	/	110	-1.2	C[C@H]1C=C(C(=O)NCc2nc3ccccc3[nH]2)O[C@@H](OCCCCO)C1
-3	2	-5	-3	59	-4	0	98	-2.7	C=CCn1c(SCC(=O)c2cc(C)n(CC3CCCO3)c2C)nnc1-c1ccccc1 (configuration not stated)
7	10	20	1	3	3	-7	107	-0.1	CC(=O)C1=NOC(CNC(=O)c2c(-c3ccccc3Cl)noc2C)C1 (configuration not stated)
-8	-1	-44	-3	0	-3	0	97	-0.6	O=C(Nc1cccc2c1CCCC2)c1cc([N+](=O)[O-])cc([N+](=O)[O-])c1
/	6	8	8	/	-6	/	/	-1.8	NC(=O)c1ncn([C@@H]2O[C@H](CNCc3cnc(N4CCOCC4)s3)[C@@H](O)[C@H]2O)n1
3	4	2	-2	22	-2	-2	107	0.9	O=C(O)c1ccc(Nc2nc(-c3cccnc3)cs2)cc1
1	-10	-4	5	1	-4	-11	103	2.9	CCOC(=O)C1CCN(C(=O)CNC(=O)OC(C)(C)C)CC1
-7	1	28	6	52	-3	-5	100	-0.7	Cn1c(SCCCC(=O)c2ccc(F)cc2)nnc1-c1ccncc1
-1	-1	-1	-3	22	-10	1	101	0.2	COc1ccc(S(=O)(=O)Nc2ccc3c(c2)n(C)c(=O)n3C)cc1C
0	4	-20	-11	-11	-4	2	104	-0.7	O=C(CN1C(=O)C2C3CCC(C3)C2C1=O)Oc1ccc2ccccc2c1 (configuration not stated)
-1	6	4	-3	/	1	/	/	4.2	CCCN(C(=O)CSCc1c(C)noc1C)c1c(N)n(Cc2ccccc2)c(=O)[nH]c1=O
/	/	-8	2	/	-6	/	/	2.6	CCCCCCN1C[C@@H](n2cc(COC(=O)c3ccccc3)nn2)[C@H](O)C[C@@H]1c1ccc(OC)cc1
-2	4	-12	16	28	5	-22	100	0.6	COc1ccc(OC)c(/C=N/NC(=O)C(=O)NCc2cccnc2)c1
0	1	9	0	33	2	-4	100	-1.9	CCOC(=O)c1c(N)sc(C(C)=O)c1C
-1	0	3	-2	18	-10	-17	101	-1.2	COc1ccc(C(=O)N2CCCC2(C#N)c2ccccc2)cc1[N+](=O)[O-] (configuration not stated)
1	0	5	14	14	-8	-9	103	-0.2	CCn1cc([N+](=O)[O-])c(C(=O)Nc2ccn(Cc3ccccc3)n2)n1
4	-2	-5	-6	19	-8	-9	111	0.2	COc1ccc(Cc2nnc(Nc3ccccc3)s2)cc1Br
0	0	-4	4	3	-8	-7	99	-1.0	CC(C)C(C(=O)Nc1nccs1)c1ccccc1 (configuration not stated)
5	3	-24	-4	37	-1	-15	105	-1.2	CCOc1ccccc1N1CC(C(=O)Nc2ccc(C(=O)O)cc2)CC1=O (configuration not stated)
3	3	-39	-15	45	-13	-19	96	-1.5	Cc1cc(/C=N/n2cnnc2)c(C)n1-c1ccc(OCc2ccccc2F)cc1
2	6	13	0	33	1	-6	101	-0.7	COc1ccc(C)cc1S(=O)(=O)N(CC(=O)NCc1ccco1)c1ccc(C)cc1
-2	-1	-7	-1	1	-1	-2	102	-0.1	O=C(CC1Oc2ccccc2NC1=O)NCCc1ccccc1 (configuration not stated)
-2	0	-8	-1	-16	-10	-13	102	0.7	COC(=O)c1c(-c2ccc(C)cc2)csc1NC(=S)NC(=O)c1cc(OC)cc(OC)c1
-2	6	0	-15	32	-6	-7	104	-0.2	N#Cc1nc(/C=C/c2ccccc2)oc1NCCCN1CCOCC1
8	1	-18	15	-14	5	-5	108	-0.7	O=C(O)C1CCCCC1C(=O)NCCc1c[nH]c2ccccc12 (configuration not stated)
-4	6	-25	-6	15	-12	-2	106	4.2	OC(CN1CCCCC1)Cn1c2ccc(Cl)cc2c2cc(Cl)ccc21 (configuration not stated)
-1	-3	-29	8	-6	-2	-2	96	-3.8	Cc1ccc(NC(=O)c2ccoc2C)cc1C
-3	8	9	9	17	/	0	106	1.9	CC(NC(=O)OC(C)(C)C)C(=O)Oc1cc2oc(=O)cc(-c3ccccc3)c2cc1Cl (configuration not stated)
4	0	15	-2	7	-11	-1	96	-1.1	CCOc1ccc(NS(=O)(=O)c2ccc(OC)c(NC(=O)c3ccc4c(c3)OCCO4)c2)cc1
2	3	-29	-3	25	-1	-11	99	0.0	Fc1ccc(C2CC(c3ccc(F)cc3)n3ncnc3N2)cc1 (configuration not stated)
5	4	-17	1	-13	-9	-12	101	-0.4	O=C(NCC1CCCCC1)C1(CC2CC(c3cccc(Br)c3)=NO2)CCNCC1 (configuration not stated)
2	4	-107	-54	-78	/	-20	86	163*	CC(C)(C)C(=O)NC(=S)NNC(=O)c1ccc(-c2ccccc2)cc1
-1	3	31	2	5	-3	4	107	0.3	O=C(NCc1nnc2c3ccccc3c(-c3ccccc3)nn12)c1ccc(Cl)cc1
/	0	-5	-3	10	-2	-14	96	1.3	CC(C)(C)c1ccc(OCCC(=O)NCCc2ccc(S(N)(=O)=O)cc2)cc1
2	5	-5	0	-3	-5	7	95	-1.8	Cc1ccc(S(=O)(=O)NC(C(=O)Oc2cc3oc(=O)cc(C)c3cc2Cl)C(C)C)cc1 (configuration not stated)
2	1	0	1	28	-8	3	96	0.4	Cc1cc(=O)oc2cc(NC(=O)c3cccc(S(C)(=O)=O)c3)ccc12
0	-3	-4	-2	19	0	2	99	-1.3	CCc1nnc(NC(=O)C2CC(=O)N(C3CCCCC3)C2)s1 (configuration not stated)
-1	3	-3	4	/	-5	/	/	-0.3	COc1ccc(S(=O)(=O)NCC(=O)Nc2ccc(F)cc2)cc1
2	6	8	11	-4	-4	6	94	-1.8	CCCC12CN3CC(C)(CN(C1)C3c1ccc3c(c1)OCO3)C2=O (configuration not stated)
5	3	-12	-9	85*	-3	0	106	2.5	CCN(CC)c1ccc(NC(=O)Nc2ccc(C(C)=O)cc2)cc1
1	1	-5	7	/	-5	/	/	-4.2	COc1cc(/C=C/C(=O)c2ccc([N+](=O)[O-])o2)ccc1O
-1	1	6	-2	/	-3	/	/	-0.9	COCCN(C(=O)COc1ccccc1C#N)c1c(N)n(Cc2ccccc2)c(=O)[nH]c1=O
13	-8	-8	0	43	-3	-12	102	-1.1	O=C(Nc1ccc(NC(=O)c2cccs2)cn1)c1ccccc1
/	-3	-13	4	/	-3	/	/	4.0	S=c1[nH]c2cnc(Cl)nc2[nH]1
-3	1	-3	2	18	1	-7	105	2.3	COc1cc(C(=O)NC2CC(C)(C)NC(C)(C)C2)cc(OC)c1OC
2	1	11	-10	23	-3	-9	96	-0.6	O=C1C(Cl)=C(Nc2cccc(O)c2)C(=O)N1Cc1ccccc1
-1	1	-2	-2	56	-4	-2	117	-0.4	Cc1cc(C2=NNC(=Nc3ccccc3)SC2)c(C)n1C
-1	2	-2	-8	/	0	/	/	-1.2	Cc1ccc(N(CCC#N)C(=O)COC(=O)C2CCN(S(=O)(=O)c3ccc(C)c(C)c3)CC2)cc1
2	2	9	-6	-21	-2	-6	105	-0.3	CCCNC(=O)Nc1nccs1
-7	5	-3	8	12	-1	-4	99	-0.1	O=C(O)c1cc2ccccc2c(=O)s1
5	3	-1	16	/	-1	/	/	-0.9	O=C(CN1C(=O)NC2(CCCc3ccccc32)C1=O)Nc1cc(F)ccc1F (configuration not stated)
0	12	7	7	13	1	9	75	0.1	CCCS(=O)(=O)NCCc1cc2c(C)ccc(C)c2[nH]c1=O
5	-3	-17	7	-2	1	-6	99	8.4	Cc1ccsc1/C=C1\Oc2cc(OCC(=O)c3ccccc3)ccc2C1=O
2	4	8	3	4	/	-10	108	-1.1	COc1ccc(S(=O)(=O)Cc2ccc(C(=O)N3CCN(C4CCCCC4)CC3)o2)cc1

Compound activity deposited in PubChem by several laboratories.
